Bioassay records as filed in PubChem BioAssay.
DAGLB inh – diacylglycerol lipase beta (human) inhibition. HEK293T DAGLB membrane lysate, EnzChek fluorogenic substrate. inhibition, % at 5.17 µM. Q8NCG7. hit rate 0.059% among 340,000; in the data active = inhibition above about 34%;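 also: 0% = enzyme with vehicle and 100% = wells lacking enzyme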
NSD2 HMT inh – NSD2 (human) methyltransferase inhibition; NSD2 peptide methylation, AlphaScreen, 120 min; inhibition, % at 12.5 µM; O96028; hit rate 0.54% among 310,000; in the data active = inhibition above about 50%
V-ATPase pHluor – yeast V-ATPase proton transport regulation by pHLuorin. S. cerevisiae, pHLuorin cytosolic pH fluorescence. response, % at 10 µM. hit rate 0.37% among 350,000; in the data active = response mostly above about 7.3%, no sharp cut-off; inactive = mostly below about 5.4%; also: actives read high; inactives centre near 0; some compounds called inactive have numbers as strong as hits; reference of the scale not given here
Keap1 Nrf2 FP – inhibitors of human Keap1-Nrf2 protein-protein interaction; hit rate 0.15% among 340,000; inhibition, % at 9.4 µM; Keap1 Kelch-Nrf2 peptide fluorescence polarization, 1536-well; in the data active = inhibition above about 12%; inconclusive = no clear call, values can overlap the other calls; inactive = below about 7.3%;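 also: human Keap1 Kelch domain with fluorescein labeled Nrf2 9mer peptide probe; 0% = neutral control wells and 100% = peptide positive control; higher means more block of Keap1 binding to Nrf2 peptide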
Arr AP2 block – human beta-arrestin and AP2 interaction inhibition; FITC-arrestin peptide / GST-AP2 beads, flow cytometry; AP2 beta2 appendage carries R879A mutation; inhibition, % at 10 µM; hit rate 0.31% among 340,000; AID 504490;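 active = inhibition above a set limit, near 3 SD of compounds lacking own fluorescence, cut at about 54% in these data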;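 also: plate controls were DMSO wells for no effect and 5 µM unlabelled arrestin peptide for full effect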
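System: GST-AP2 R879A glutathione beads; medium: PBS, Tween 20 0.05%, BSA 0.1%; reagent: fluorescein-tagged arrestin peptide at 50 nM final; schedule: pre-incubation 12 min, peptide binding 1 h, room temperature; detection: flow cytometry, FL1 (488/535 nm); read-out: inhibition as reduced fluorescein signal on beads, percent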
CAL PDZ FP-1 – blocks peptide binding to human CAL PDZ domain. AID 504414. hit rate 0.02% among 330,000. Q9HD26. inhibition, % at 20 µM. purified CAL PDZ, TMR-peptide fluorescence polarization, 1 h;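 active = highest replicate inhibition of at least 40%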;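 also: plate controls were DMSO neutral control wells for no effect and unlabeled competitor peptide control wells for full effect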
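Assay system – tagged CAL PDZ protein CerCALP, purified · Timing – 1 h at RT · Compound – single point, 20 µM · Measured by – fluorescence polarization from S- and P-plane intensities, G-factor corrected · Evaluation – inhibition from polarization loss · Probe or stimulus – TMR reporter peptide T*-PRC34 · Buffer or medium – pH 7.4 phosphate-saline buffer, reducing agent, detergent, IgG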
LANA DNA inh – blocks KSHV LANA C-terminal domain binding to DNA; AID 504423; MBP-C-LANA/FAM-LBS DNA binding, fluorescence polarization; inhibition, % at 9 µM; hit rate 0.078% among 340,000;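 active = highest replicate inhibition at or above 60% at 9 µM, even if other replicates fall short; inactive = all replicates below 60% inhibition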;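 also: 0% = neutral control wells and 100% = 4 µM acridine orange control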
Cardiac RTF inh – cardiac RTF calcium desensitization | P19429+P45379 | IANBD-labeled cardiac RTF, Ca2+ fluorescence | inhibition, % at 7.15 µM | hit rate 0.12% among 340,000 | AID 493244;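 active = inhibition above the mean inhibition of all tested compounds plus 3 SD, cut at about 17% in these data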;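 also: assay run at fixed EC70 calcium of 1.6 mM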
CAL PDZ FP-2 – blocks peptide binding to the human CAL PDZ domain; purified CAL PDZ, TMR-peptide fluorescence polarization, 1 h; Q9HD26; inhibition, % at 24.9 µM; hit rate 0.92% among 300,000; AID 602252;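 active = mean inhibition of at least 30% with at least half of replicates also reaching 30%; inconclusive = no clear call, values can overlap the other calls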;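 also: 0% = DMSO neutral control and 100% = excess unlabeled competitor peptide PRC23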
DSG3 Ab inh – inhibitors of pemphigus antibody binding to human desmoglein-3; DSG3-coupled beads, scFv-anti-DSG3-GFP binding, flow cytometry; active compounds read low; binding (percent of control), % at 10 µM; hit rate 0.48% among 310,000;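 active = binding more than 3 SD below its plate's average and above zero; inconclusive = below that plate limit but binding exactly zero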;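 also: hits lower antibody fragment binding to DSG3; some compounds called inactive have numbers as strong as hits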
Target sequence (P32926 whole entry, looked up, the tested form may be a part): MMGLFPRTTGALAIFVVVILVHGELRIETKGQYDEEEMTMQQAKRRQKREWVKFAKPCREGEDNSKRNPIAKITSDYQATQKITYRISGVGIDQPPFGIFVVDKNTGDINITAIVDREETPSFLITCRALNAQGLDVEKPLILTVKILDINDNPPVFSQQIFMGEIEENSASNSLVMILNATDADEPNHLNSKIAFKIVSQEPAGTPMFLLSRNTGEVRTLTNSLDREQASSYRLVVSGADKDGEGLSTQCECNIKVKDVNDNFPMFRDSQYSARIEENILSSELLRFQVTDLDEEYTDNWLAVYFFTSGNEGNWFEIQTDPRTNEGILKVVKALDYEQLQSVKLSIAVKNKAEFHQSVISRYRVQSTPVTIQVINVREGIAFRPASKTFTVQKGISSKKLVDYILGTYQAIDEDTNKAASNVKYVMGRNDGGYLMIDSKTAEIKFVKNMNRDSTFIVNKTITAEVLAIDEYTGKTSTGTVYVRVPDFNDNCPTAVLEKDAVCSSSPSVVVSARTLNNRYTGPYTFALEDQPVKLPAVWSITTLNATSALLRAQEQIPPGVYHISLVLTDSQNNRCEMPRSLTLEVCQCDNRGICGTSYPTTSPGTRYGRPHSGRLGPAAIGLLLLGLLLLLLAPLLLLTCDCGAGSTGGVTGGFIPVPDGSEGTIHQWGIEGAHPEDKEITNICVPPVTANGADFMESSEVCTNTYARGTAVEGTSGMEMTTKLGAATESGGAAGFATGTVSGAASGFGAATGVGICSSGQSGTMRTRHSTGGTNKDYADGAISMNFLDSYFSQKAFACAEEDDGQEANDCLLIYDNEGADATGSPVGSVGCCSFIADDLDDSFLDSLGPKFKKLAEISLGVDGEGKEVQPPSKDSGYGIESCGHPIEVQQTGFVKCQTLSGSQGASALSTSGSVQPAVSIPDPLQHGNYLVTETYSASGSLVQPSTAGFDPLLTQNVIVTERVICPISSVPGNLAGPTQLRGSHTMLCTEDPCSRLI
The depositor's hits bear a star; u = inconclusive; x = no result given. Some of the compounds tested (hit frequency here may not be typical).

SMILES	DAGLB inh	NSD2 HMT inh	V-ATPase pHluor	Keap1 Nrf2 FP	Arr AP2 block	CAL PDZ FP-1	LANA DNA inh	Cardiac RTF inh	CAL PDZ FP-2	DSG3 Ab inh
Cc1ccc(S(=O)(=O)CC(CN2CCOCC2)N2CCOCC2)cc1 (configuration not stated)	2	-3	0	-1	-8	-0.3	-0.4	-8	-1	107
S=c1[nH]nc(-c2ccccc2)n1/N=C/c1ccc(Cl)cc1	0	4	-1	-4	8	0.2	0.8	-11	-2	99
Cc1nnc(SCC(=O)NCc2ccccc2)n1-c1ccccc1	0	0	4	-4	-8	-0.4	-2.4	-1	1	99
CCCC(=O)Nc1ccc(C(=O)N/N=C2\CC(=O)CC(C)(C)C2)cc1	-1	1	1	3	0	x	2.3	-7	-3	103
COc1cccc(C(c2nnnn2CC2CCCO2)N2CCN(C(=O)c3ccco3)CC2)c1OC (configuration not stated)	-1	-3	-1	2	-1	0.0	0.6	-6	6	101
Cc1ccc(C(=O)NCCC(=O)NCc2ccco2)cc1	-3	-4	-2	-4	-3	-1.8	1.6	-6	-8	107
CCc1ccc(C(=O)COC(=O)CNC(=O)COc2ccccc2)cc1	-2	10	3	2	25	-1.9	-0.3	-2	1	86
CCCOc1ccccc1/C=C(\C#N)C(=O)Nc1cccc(C)n1	-3	36	-4	4	2	-0.8	0.3	-55	-2	116
CCCCn1nc2cc(C(=O)NCc3ccco3)ccc2c1OCC	4	x	0	-4	-1	0.8	1.8	-3	-3	103
CCOc1ccc(/C=C2\SC(=S)N(CCC(=O)N(CCO)c3ccccc3)C2=O)cc1	8	13	2	3	-12	-1.3	0.4	-12	x	109
COc1cccc(NC(=S)N(CCc2c(C)[nH]c3ccccc23)Cc2cccs2)c1	-8	x	4	0	-4	-0.8	-2.2	-2	x	97
COc1ccc2cnn(Cc3ccccc3)c(=O)c2c1OC	-1	1	0	0	-4	-0.6	-0.7	-5	-1	98
CC1CC(C)CN(C(C)C(=O)Nc2cc(S(=O)(=O)N3CCCCC3)ccc2Cl)C1 (configuration not stated)	-2	21	2	1	7	-1.0	2.2	3	-1	94
CS(=O)(=O)n1nc(-c2ccccc2)nc1NCc1ccco1	0	3	0	0	-8	1.2	0.7	0	-2	x
Cc1cc(Nc2ccccc2Cl)n2nnnc2n1	-1	0	-3	-4	18	-0.4	-0.1	-11	x	93
COc1cccc(-c2c(C(=O)N/N=C/C3CC=CCC3)nnn2-c2nonc2N)c1 (configuration not stated)	-1	-6	-2	-4	0	-2.5	0.7	-4	-3	x
COc1ccc(N(CC(=O)N2CCN(Cc3ccc4c(c3)OCO4)CC2)S(C)(=O)=O)cc1OC	0	-1	3	-4	-7	-1.4	4.3	-10	-3	103
O=C(O)C(=O)/C(=C\c1ccc(Cl)cc1)c1ccc2ccccc2n1	4	-4	-3	u	4	-2.3	4.4	17	-3	115
COc1ccc(-c2noc(-c3ccccc3C(=O)NCc3ccco3)n2)cc1	-1	2	1	-6	-3	-0.4	-0.4	-10	-1	x
CCOc1ccccc1NC(=O)CN1C(=O)C(=O)N(Cc2ccco2)C1=O	0	0	-1	6	-15	-0.9	-6.3	2	-3	111
CC(C)C(NC(=O)CN1C(=O)c2cccc3cccc1c23)C(C)C	0	-1	9	-5	6	-1.1	4.2	3	1	114
O=C(N/N=C/c1cccc2ccccc12)c1cccnc1	0	-2	1	-5	2	-2.6	-0.9	-3	-4	96
COc1cc(OC)c(C(=O)CCC(=O)O)cc1OC	2	-3	-1	3	-2	-0.2	-1.4	-6	-2	112
CC(C)(C)C(=O)NC(=S)Nc1sc2c(c1C(N)=O)CCC2	5	5	-2	-2	37	-1.7	-1.6	5	3	107
COc1ccccc1N1CCN(C(=O)c2ccc(NC(C)=O)cc2)CC1	-2	1	3	2	3	0.3	-1.0	2	17	x
COc1cc(/C=C2/C(=O)NN(c3ccccc3)C2=O)cc(Br)c1O	9	8	6	-11	-10	0.6	0.1	-9	-1	94
CCCNc1nc(Cl)nc(NC(C)(C)C)n1	1	-2	-1	0	47	-4.4	-1.5	-3	-4	105
CN(C)S(=O)(=O)c1cccc(NC(=O)COC(=O)c2cccn2C)c1	-2	-2	4	4	2	-2.2	0.5	-10	2	104
COc1ccc(CC(=O)Nc2cc(=O)n(C)c(=O)n2C)cc1	1	x	1	-3	7	-0.8	-1.3	-2	x	97
Cc1nc2ccccc2nc1OCC(=O)N1CCN(c2ccccc2)CC1	-1	4	4	-1	18	x	0.9	-3	-5	106
O=C(O)c1cccc2c1C(=O)c1ccc(N3CCCC3)cc1S2(=O)=O	-9	x	-2	-32	2	1.4	8.5	-42	2	103
CN(C)Cc1ccccc1Cc1ccccc1	-2	-1	1	2	24	-0.4	-1.6	-1	-2	95
Clc1ccc(CN2C3=NCCCN3c3ccccc32)cc1Cl	4	3	0	5	17	-1.0	-1.2	2	-3	106
CCSC1(SCC)N=C(N)C2(C#N)C(c3ccc(OC)c(OC)c3OC)C12C#N (configuration not stated)	-2	1	-1	-21	1	0.2	0.1	-4	-2	102
O=C(NCCCN1CCOCC1)c1ccc(S(=O)(=O)Nc2cccc(C(F)(F)F)c2)cc1	4	-3	-4	-5	-1	-2.0	-1.0	-16	0	106
O=C(C1CCCN(S(=O)(=O)c2ccc(F)cc2)C1)N1CCCCCC1 (configuration not stated)	2	2	-1	2	39	-1.4	-2.6	-5	5	106
CC(=O)c1c(C)nc(-c2ccccc2)nc1NC(=O)Cc1ccccc1	0	x	0	-3	3	-1.9	-0.2	5	5	113
CCC(=O)N(CC)c1nc(-c2cc(OC)ccc2OC)cs1	2	0	0	-6	-5	-3.5	0.6	-8	-4	90
CCN(CC)CCCN(C(=O)Cn1nnc(-c2ccc(OC)c(OC)c2)n1)C(C(=O)NC(C)(C)C)c1ccc(F)cc1 (configuration not stated)	2	3	2	-4	15	-2.2	0.5	2	-6	104
CCOC(=O)c1sc2nc3c(cc2c1N)COC(C)(CC)C3 (configuration not stated)	0	x	-1	-8	-5	-2.1	1.3	-8	-1	101
CC1Cc2nc(SCC(=O)NCC3CCCO3)n(Cc3ccccc3)c(=O)c2S1 (configuration not stated)	1	-1	-2	0	4	-2.0	0.2	-4	0	97
Cc1ccc(S(=O)(=O)n2ccc(-c3ccc(OCc4c(F)cccc4Cl)cc3)n2)cc1	-19	2	1	-3	8	-3.6	1.4	-18	-2	95
CN(CC(=O)Nc1ccc(N2CCOCC2)cc1)C(=O)c1ccc(CS(C)(=O)=O)cc1	1	2	3	0	-3	-0.2	1.5	-3	x	95
COc1ccc2c(c1)c1ccc3c(c1n2C)C(=O)C=CC3=O	6	-3	-1	0	57*	1.6	0.2	-5	4	91
CCOC(=O)N1CCN(C(=O)CN(c2cccc(C(F)(F)F)c2)S(C)(=O)=O)CC1	-1	-2	-1	-5	-4	-0.4	2.3	-2	-1	x
Cn1c(=O)c2c(SCC(=O)N3CCOCC3)nc(-c3ccccc3Cl)nc2n(C)c1=O	1	-1	-1	-1	-14	-2.6	-0.7	-13	-1	108
COc1ccc(C2Oc3ccccc3C3=C2C(c2cccs2)n2ncnc2N3)cc1 (configuration not stated)	2	4	2	-12	-1	-2.7	-2.2	-4	-7	106
c1ccc(-c2cnnc(SCc3cn4cccnc4n3)n2)cc1	1	1	0	0	60*	-0.5	-2.5	1	-6	105
O=c1c2ccccc2[nH]c(=S)n1-c1cccc(S(=O)(=O)N2CCCC2)c1	1	-6	0	-2	3	-1.4	-0.1	-6	-5	101
Cc1ccc(NC(=O)CN(C)CC(=O)NC2CCCc3ccccc32)cc1 (configuration not stated)	4	x	4	1	14	-2.0	-0.5	-2	-4	101

Looked up by structure from the list above, 2 records:
SMILES	DAGLB inh	NSD2 HMT inh	V-ATPase pHluor	Keap1 Nrf2 FP	Arr AP2 block	CAL PDZ FP-1	LANA DNA inh	Cardiac RTF inh	CAL PDZ FP-2	DSG3 Ab inh
CCCOc1ccccc1/C=C(\C#N)C(=O)Nc1cccc(C)n1	-3	36	-4	4	2	-0.8	0.3	-55	-2	116
CCCNc1nc(Cl)nc(NC(C)(C)C)n1	1	-2	-1	0	47	-4.4	-1.5	-3	-4	105

Later entries:
SMILES	DAGLB inh	NSD2 HMT inh	V-ATPase pHluor	Keap1 Nrf2 FP	Arr AP2 block	CAL PDZ FP-1	LANA DNA inh	Cardiac RTF inh	CAL PDZ FP-2	DSG3 Ab inh
COC(=O)CCCCCNC(=S)Nc1ccc2[nH]c(=O)[nH]c2c1	-1	-1	1	-2	-11	-0.3	0.2	-2	0	106
Cc1cc(C)c(NC(=O)CNC(=O)CNC(=O)C2CCCCC2)c(C)c1	0	-3	5	3	-23	1.1	0.8	-3	x	102
O=C(c1cccc(Cl)c1)N1CCCC(C(=O)N2CCCCCC2)C1 (configuration not stated)	0	-1	0	1	5	-0.2	1.6	3	-2	104
Nn1c(Cc2ccccc2)nc2sc3c(c2c1=O)CCC3	-5	1	0	1	-1	-0.9	-1.1	-3	x	95
Cc1cccn2c(=O)c(/C=C(\C#N)C(=O)NC3CCS(=O)(=O)C3)c(N3CCC(C)CC3)nc12 (configuration not stated)	-3	1	15*	-2	-4	-2.8	-1.7	-4	-3	100
CCOc1ccc(S(=O)(=O)N2CCC(C(=O)NCCc3ccc(S(N)(=O)=O)cc3)CC2)cc1	2	-4	2	0	5	0.2	0.3	-11	-1	106
CNc1nc(C)nc(-n2nc(C)cc2C)n1	1	-1	-2	-5	0	-1.8	-1.6	-3	-2	103
Oc1[nH]c(=S)sc1C=C1N=c2ccccc2=N1	x	6	0	-6	0	-3.0	0.7	x	x	105
COc1ccc(NC(=O)c2cc(Br)ccc2Cl)c([N+](=O)[O-])c1	-6	0	0	4	3	0.8	0.0	-8	-1	103
CCc1ccccc1N(C)S(=O)(=O)c1ccc(-c2cc(C)no2)s1	-8	-9	0	-1	-7	-2.3	-2.0	-2	-7	104
O=C(NN1CCOCC1)c1cc(-c2ccncc2)nc2ccccc12	-3	0	-4	-5	8	-1.8	0.1	11	-2	103
O=C(CN1CCN(S(=O)(=O)c2ccc(Cl)c(Cl)c2)CC1)N1CCCCC1	0	-2	-2	-8	-5	-0.2	0.3	-1	1	108
O=C(O)c1ccccc1NS(=O)(=O)c1ccc2ccccc2c1	6	52*	-2	-3	10	-2.7	1.7	-9	-7	105
O=C(O)CC1NC(=S)N(c2ccccc2)C1=O (configuration not stated)	-1	2	4	-8	11	-2.2	-1.1	-12	x	97
O=C(CCN1CCCCCC1)c1ccccc1	-7	5	-1	-4	0	-2.0	0.6	-16	4	101
O=C(NC(=S)Nc1ccc2[nH]c(=O)[nH]c2c1)c1ccccc1F	3	-1	-1	3	9	-2.1	-0.2	-2	2	x
